DENV2 CPE = inhibitors of DENV2 cytopathic effect, primary screen, cell-based, plate reader, single concentration | AID 651640, 2012 | actives 1.7% (n = 350,000) | CPE inhibition, % at 9.99 µM | DENV2-infected cells, cytopathic effect rescue; in the data active means CPE inhibition above about 20%, passing the limit was not always enough; inconclusive means no clear call, values can overlap the other calls; tested in BHK-21 cells;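 further: 0% = median of neutral control wells and 100% = median of positive control wells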
SIRT5 block = SIRT5 desuccinylase inhibitors, primary screen, biochemical, fluorescence imaging, single point, set 5 | NAD-dependent protein deacylase sirtuin-5, mitochondrial (Homo sapiens), Q9NXA8 | AID 652115, 2013 | inhibition, % at 15 µM | actives 1.1% (n = 330,000) | Purified SirT5, succinyl-peptide AMC, trypsin-coupled fluorescence; in the data active means inhibition above about 15%; inconclusive means no clear call, values can overlap the other calls
Target sequence (Q9NXA8 whole entry, looked up): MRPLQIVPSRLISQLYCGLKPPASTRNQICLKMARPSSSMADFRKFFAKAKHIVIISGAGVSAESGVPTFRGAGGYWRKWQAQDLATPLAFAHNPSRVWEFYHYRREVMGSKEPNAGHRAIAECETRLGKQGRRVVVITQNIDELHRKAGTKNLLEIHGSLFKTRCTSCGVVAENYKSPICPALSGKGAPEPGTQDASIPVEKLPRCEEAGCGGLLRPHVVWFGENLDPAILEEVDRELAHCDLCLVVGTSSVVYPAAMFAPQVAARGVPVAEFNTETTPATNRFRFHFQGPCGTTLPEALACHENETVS
EWS-Fli inh = EWS/Fli-driven NR0B1 reporter inhibitors, primary screen, A673 cells, NR0B1 luciferase, luminescence, MLPCN library; viability-normalised; inhibition, % at 12.6 µM; actives 0.67% (n = 350,000);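 active means mean inhibition of at least 50% after viability correction, with every replicate also passing that limit; inconclusive means mean reaches 50% but only one of two replicates passes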;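 further: firefly luciferase signal divided by Alamar Blue viability fluorescence both relative to DMSO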
PAX8 inh HTS = inhibitors of PAX8-driven TPO luciferase reporter, primary screen, RMG-I cells, single concentration; SteadyGlo, 24 h; inhibition, % at 12.6 µM; actives 1.2% (n = 360,000); AID 652154, 2013;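 active means mean replicate inhibition at least 60% with every replicate also reaching 60%; inconclusive means only one of the two criteria is met; inactive means mean below 60% and not all replicates reaching 60%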;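 further: luciferase light reporting Pax8 driven TPO promoter activity; plate controls were median of neutral control wells for no effect and mitoxantrone controls for full effect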
LGR2 inh = inhibitors of bursicon-induced LGR2 CRE-luciferase signal, primary screen, cell-based, HEK293, CRE-luciferase reporter, bursicon stimulation | Drosophila bursicon receptor LGR2 (rickets) | bursicon-stimulated, 4 h | inhibition, % at 9.99 µM | actives 0.35% (n = 380,000) | AID 720647, 2013;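 active means drop in luminescence signal, shown as inhibition above about 50% in the replicate tests, limit read from the data, passing the limit was not always enough; inconclusive means probably only some replicates passing the limit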;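 further: agonist challenge used bursicon conditioned medium at about half maximal strength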
Casp6 inh = human caspase-6 inhibitors, primary screen, biochemical, VEID-R110 fluorescence, single point, set 2; actives 0.53% (n = 350,000); inhibition, % at 12.5 µM; purified caspase-6, Z-VEID-R110 cleavage fluorescence; P55212;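 active means mean inhibition across replicates at least about 35%, with every replicate also reaching that limit, limit read from the data; inconclusive means only one of the two criteria met; inactive means neither criterion met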;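 further: 0% = median of neutral control wells and 100% = no fluorescence left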
Target sequence (P55212 24-179 limits assumed): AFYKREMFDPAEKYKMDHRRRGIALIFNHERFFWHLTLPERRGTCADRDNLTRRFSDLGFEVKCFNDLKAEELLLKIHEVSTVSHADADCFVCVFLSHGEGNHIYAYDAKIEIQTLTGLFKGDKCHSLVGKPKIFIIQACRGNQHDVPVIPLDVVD
Target sequence (P55212 194-293 limits assumed): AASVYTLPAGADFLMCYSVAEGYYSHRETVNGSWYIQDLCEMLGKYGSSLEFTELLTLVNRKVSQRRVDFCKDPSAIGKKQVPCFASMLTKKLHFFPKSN
ARNT TACC3 PPI = disruptors of ARNT/TACC3 protein interaction, primary screen, biochemical, AlphaScreen, single concentration. AID 623870, 2012. AlphaScreen His-ARNT PAS-B/GST-TACC3 binding, luminescence; TACC3 fragment carries E629A point mutation. inhibition, % at 9.99 µM. actives 0.66% (n = 390,000);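 active means mean inhibition of replicates at least 50% and at least half of replicates each reaching 50%; inconclusive means half or more replicates reach 50% but mean below 50%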;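 further: 0% = complete ARNT plus TACC3 wells and 100% = ARNT alone without TACC3; many hits fall short of the cut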
An asterisk follows results filed as active; u = inconclusive; x = not tested or not shown; & = joins results of further samples; ! = not confirmed by another sample. Compounds as they come; about 4.9% have a hit in one of these screens.

SMILES	DENV2 CPE	SIRT5 block	EWS-Fli inh	PAX8 inh HTS	LGR2 inh	Casp6 inh	ARNT TACC3 PPI
Cc1noc(C)c1NC(=O)N(C)C[C@@H]1Oc2c(cccc2N(C)C)C(=O)N([C@H](C)CO)C[C@@H]1C	24*	-2	-10	-17	-16	4	-3
CO[C@H](CN(C)S(=O)(=O)c1ccc(C)cc1)[C@@H](C)CN(C(=O)Nc1ccccc1F)[C@H](C)CO	30*	0	-17	x	19	-2	-5
COc1ccc(-n2nnnc2CNC(=O)c2ccc3ccccc3c2)cc1	-2	-3	-3	2	21	1	-3
COCCN(C(=O)COC(=O)C1=COCCO1)c1c(N)n(Cc2ccccc2)c(=O)[nH]c1=O	-9	-1	1	3	2	0	-8
CN(C)c1cccc(C(=O)OC(C(=O)Nc2ccc(Cl)cc2C(F)(F)F)c2ccccc2)c1 (configuration not stated)	x	x	-6	-1	8	x	-3
CCN(C[C@@H]1[C@H](c2ccccc2)[C@@H](CO)N1C(=O)COC)S(C)(=O)=O	1	1	-3	-3	5	2	-2
CCOC(=O)c1ccc(S(=O)(=O)N2CCN(C(=O)c3cc4ccccc4o3)CC2)cc1	u	2	2	-6	7	0	-1
O=C(Nc1ccc2c(c1)OCO2)Nc1ccc2c(c1)OCO2	-1	-2	-67	-193	-39	2	-4
Cc1ccccc1/C=N/Nc1ccnc2cc(Cl)ccc12	-1	0	21	7	x	-4	-3
Cc1nc2nc(SCC(=O)NCCCN3CCCCCC3)nn2c(C)c1Cc1ccccc1	1	10	4	16	-17	6	14
C=CCn1c(=N)n(CC(=O)c2ccc(OC)cc2)c2ccccc21	8	-4	-8	-5	6	0	0
O=c1cc(C=NNc2ccc([N+](=O)[O-])cc2)[nH]c(=O)[nH]1	-3	-1	0	-8	17	1	4
O=C(O)CCCNc1c(C(=O)Nc2ccc(Cl)cc2)cc([N+](=O)[O-])cc1[N+](=O)[O-]	x	x	x	1	-2	x	-9
C[C@@H]1CCCCO[C@@H](CN(C)Cc2ccc(Cl)c(Cl)c2)[C@H](C)CN([C@H](C)CO)C(=O)c2cc(NS(C)(=O)=O)ccc2O1	-1	8	-13	11	23	3	5
C[C@H]1CN([C@@H](C)CO)C(=O)Cc2cc(NC(=O)Nc3ccc(F)cc3)ccc2O[C@H]1CN(C)C(=O)Nc1ccccc1	-4	-8	-5	14	-4	1	-3
COC(=O)c1ccc(NC(=O)CSc2nc(=O)n3cccc(C)c3n2)cc1	-1	-2	-4	-8	-12	0	-3
CCNS(=O)(=O)c1ccc(CCC(=O)Nc2ccccc2C(=O)OC)cc1	x	x	x	1	7	x	-5
CC(=O)Nc1ccc(S(=O)(=O)NCC2CCC(C(=O)N3CCCCC3)CC2)cc1 (configuration not stated)	-1	-5	6	13	12	-6	-4
C[C@@H]1CN([C@H](C)CO)C(=O)c2cc(C#CC3CCCCC3)cnc2O[C@H]1CN(C)C(=O)c1ccncc1	11	-3	-7	1	-13	-1	0
Cc1ccc(O)c(-c2[nH]ncc2C(=O)c2ccc(Cl)cc2)c1	1	0	5	-10	11	2	2
O=C(C[C@H]1CC[C@H]2[C@@H](COC[C@@H](O)CN2S(=O)(=O)c2ccc(F)cc2)O1)NCc1ccncn1	10	-2	-7	-11	0	1	-2
COc1ccc(Cl)cc1N(C(C)=O)c1nc(C)cc(C)c1C#N	-2	-6	16	24	-8	13	4
CCCn1c(SCC(=O)Nc2cc(S(=O)(=O)N3CCCCC3)ccc2C)n[nH]c1=O	6	3	7	5	3	1	1
COc1ccccc1N1C(=O)S/C(=C\c2cc(C)n(C)c2C)C1=O	6	-4	-90	-111	-9	9	x
Cn1c(SCC(=O)NC2CCCCC2)nnc1-c1ccncc1	3	1	1	5	2	1	-2
CCc1ccccc1OCC(=O)Nc1cccc(S(=O)(=O)NC2=NCCC2)c1	0	-1	-3	-10	-3	0	1
COCCOC(=O)N1C(=O)[C@@]2(c3cc(C#Cc4ccc(OC)cc4)ccc31)[C@H](c1ccccc1OCCO)N1[C@H](c3ccccc3)[C@H](c3ccccc3)OC(=O)[C@H]1[C@@H]2C(=O)N1CCc2cc(OC)c(OC)cc2C1	2	7	8	1	x	1	25
CCOC(=O)NN1C(=O)c2ccccc2NC1c1cccs1 (configuration not stated)	3	9	5	7	6	-2	2
CCCCc1c(C)nc2ccccc2c1SCCC#N	-1	-2	7	27	6	1	x
COc1ccc(OC)c(C2C(C(=O)c3ccco3)=C(O)C(=O)N2CCN2CCOCC2)c1 (configuration not stated)	-7	0	x	x	6	0	-3
Cn1cc(CN2CCCC(CNC(=O)c3ccc4c(c3)OCO4)C2)c2ccccc21 (configuration not stated)	x	-3	4	13	7	-1	x
O=C(Nc1ccncc1)Nc1cc(Cl)ccc1Cl	-3	-2	8	8	2	-2	-7
CCN(CCn1cccn1)C(=O)c1cc(COc2cccc3cccnc23)on1	2	-3	-8	-3	-8	-2	-8
O=[N+]([O-])c1cc(C(F)(F)F)ccc1N1CCC(O)CC1	-1	-5	9	3	1	1	4
COc1ccccc1NC(=O)c1ccc(NC(=O)COC(=O)c2ccc(O)cc2)cc1	-3	-1	-10	-7	8	1	1
Cc1ccc(-c2ccc3c(c2)O[C@@H](CN(C)C(=O)Nc2ccc(F)cc2)[C@H](C)CN([C@H](C)CO)S3(=O)=O)cc1	-2	9	29	x	17	1	2
O=C(NCCC1=CCCCC1)C(=O)NCC(c1ccco1)N1CCN(c2ccccc2)CC1 (configuration not stated)	x	x	x	-1	9	x	-4
Cc1ccc(/C(O)=C/c2nc3ccccc3oc2=O)cc1	-3	-5	1	-19	-14	-3	x
COc1cc2c(cc1OC)[C@@H](NC(=O)CCC1CCCCC1)[C@H](O)C2	-3	-3	8	-7	6	3	5
Cc1onc(-c2ccccc2Cl)c1C(=O)Nc1cnn(Cc2ccccc2)c1	-7	-1	-3	9	10	0	-1

Compound profiles (already shown). Order of screens: DENV2 CPE | SIRT5 block | EWS-Fli inh | PAX8 inh HTS | LGR2 inh | Casp6 inh | ARNT TACC3 PPI
O=C(Nc1ccncc1)Nc1cc(Cl)ccc1Cl in the list: -3 | -2 | 8 | 8 | 2 | -2 | -7
COC(=O)c1ccc(NC(=O)CSc2nc(=O)n3cccc(C)c3n2)cc1 in the list: -1 | -2 | -4 | -8 | -12 | 0 | -3
Cc1nc2nc(SCC(=O)NCCCN3CCCCCC3)nn2c(C)c1Cc1ccccc1 in the list: 1 | 10 | 4 | 16 | -17 | 6 | 14
O=[N+]([O-])c1cc(C(F)(F)F)ccc1N1CCC(O)CC1 in the list: -1 | -5 | 9 | 3 | 1 | 1 | 4
Cn1c(SCC(=O)NC2CCCCC2)nnc1-c1ccncc1 in the list: 3 | 1 | 1 | 5 | 2 | 1 | -2

The listing continues:
SMILES	DENV2 CPE	SIRT5 block	EWS-Fli inh	PAX8 inh HTS	LGR2 inh	Casp6 inh	ARNT TACC3 PPI
Cc1noc(C)c1NC(=O)Nc1ccc2c(c1)C(=O)N([C@H](C)CO)C[C@@H](C)[C@H](CN(C)CC1CCCCC1)O2	-4	1	-2	-19	-30	0	-11
CCCCn1c(N)c(N(CC(C)C)C(=O)CN2C(=O)NC3(CC(C)CC(C)(C)C3)C2=O)c(=O)[nH]c1=O (configuration not stated)	16	-2	-1	-13	18	2	-1
CCc1cc(=O)oc2cc(OC(C)C(=O)NCC(O)c3ccccc3)c(Cl)cc12 (configuration not stated)	u	-1	-13	11	0	0	0
CCC(=O)N1C[C@H](C)[C@H](OC)CN(C)C(=O)c2cc(NC(=O)c3ccc(F)cc3)ccc2OC[C@@H]1C	11	3	-4	-5	-4	4	-7
O=C(Cc1ccccn1)N[C@@H]1CC[C@H](CCn2cc(-c3ccccc3)nn2)O[C@@H]1CO	-1	0	1	4	7	-1	7
N#C/C(=C(\O)c1cc(Cl)sc1Cl)c1nc2ccccc2[nH]1	-4	-4	x	-1	18	1	-34
CC(C)C#Cc1cnc2c(c1)C(=O)N([C@@H](C)CO)C[C@H](C)[C@@H](CN(C)C(=O)Nc1cccc(F)c1)O2	-8	2	6	6	4	-2	x
COc1ccc(CCNC(=O)Nc2ccc3c(c2)c(=O)n(C)n3C)cc1OC	-1	-26	-11	3	-4	7	x
C[C@H]1CN([C@@H](C)CO)S(=O)(=O)c2ccc(Br)cc2O[C@H]1CN(C)Cc1ccc(F)cc1	41*!	-6&1	-9&-2	1	-14&15	1&1	x
COc1ccc(C(=O)Nc2ccccc2C(=O)Nc2ccccn2)cc1	-7	-3	-31	-34	-20	2	0
C[C@H]1CCCCO[C@H](CN(C)S(=O)(=O)c2cn(C)cn2)[C@@H](C)CN([C@@H](C)CO)C(=O)c2cc(NC(=O)Nc3ccccc3)ccc2O1	1	-3	-3	-8	-6	0	-1
COc1ccc(OCC(=O)Nc2ccc(N3CCC(C)CC3)cc2)cc1	-3	-6	8	10	18	2	4
CN(C)S(=O)(=O)c1ccc(N2CCCC2)c(C(=O)Nc2nc3ccc(F)cc3s2)c1	-6	1	-7	-1	-10	-2	-1
C/C(=N\NC(=O)c1ccc(Cl)cc1)c1ccc(N2CCOCC2)cc1	1	0	8	-19	-6	-16	-3
CCCC(NC(=O)CCc1c(C)c2cc3c(-c4ccccc4)coc3cc2oc1=O)C(=O)O (configuration not stated)	-10	-9	-1	-12	-6	4	15
C[C@@H]1CN([C@@H](C)CO)C(=O)c2cccc(NC(=O)c3ccncc3)c2O[C@@H]1CN(C)CC1CCCCC1	u	-4	-8	-5	1	1	5
CCCNC(=O)N1C[C@H](C)[C@@H](OC)CN(C)C(=O)c2cc(NS(=O)(=O)CC)ccc2OC[C@@H]1C	-11	-4	5	-3	-15	0	-3
COc1ccc(NC(=O)N(C)C[C@H]2Oc3ccc(NS(C)(=O)=O)cc3CC(=O)N([C@H](C)CO)C[C@@H]2C)cc1	0	-3	-1	-5	2	-2	6
COc1ccc2c3c(n(C)c2c1)[C@@H](CO)N(C(=O)c1ccc(F)cc1)CC31CN(C)C1	8	x	-6	x	-9	x	x

Printed as active in DENV2 CPE, of those listed so far:
SMILES	DENV2 CPE	SIRT5 block	LGR2 inh	Casp6 inh	ARNT TACC3 PPI
Cc1noc(C)c1NC(=O)N(C)C[C@@H]1Oc2c(cccc2N(C)C)C(=O)N([C@H](C)CO)C[C@@H]1C	24*	-2	-16	4	-3
CO[C@H](CN(C)S(=O)(=O)c1ccc(C)cc1)[C@@H](C)CN(C(=O)Nc1ccccc1F)[C@H](C)CO	30*	0	19	-2	-5
C[C@H]1CN([C@@H](C)CO)S(=O)(=O)c2ccc(Br)cc2O[C@H]1CN(C)Cc1ccc(F)cc1	41*!	-6&1	-14&15	1&1	x

Three of the entries above in order of their number in DENV2 CPE, low to high:
SMILES	DENV2 CPE	SIRT5 block	LGR2 inh	Casp6 inh	ARNT TACC3 PPI
COc1ccc(CCNC(=O)Nc2ccc3c(c2)c(=O)n(C)n3C)cc1OC	-1	-26	-4	7	x
COc1ccc(NC(=O)N(C)C[C@H]2Oc3ccc(NS(C)(=O)=O)cc3CC(=O)N([C@H](C)CO)C[C@@H]2C)cc1	0	-3	2	-2	6
C[C@H]1CCCCO[C@H](CN(C)S(=O)(=O)c2cn(C)cn2)[C@@H](C)CN([C@@H](C)CO)C(=O)c2cc(NC(=O)Nc3ccccc3)ccc2O1	1	-3	-6	0	-1
